# Peg3 promoter – Peg3 promoter activity inhibition; HeLa PEG-Prom luciferase reporter, luminescence, overnight; inhibition, % at 20 µM; hit rate 1.7% among 360,000; AID 588405;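 active = inhibition of at least 50% at 20 µM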
# NR2E3 ag-1 – human photoreceptor-specific nuclear receptor agonism | hit rate 0.35% among 360,000 | inhibition of corepressor binding, % at 3.98 µM | CHO-S Gal4-NCOR/VP16-NR2E3 two-hybrid, luciferase | AID 602229;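 active = inhibition above the mean of all tested compounds plus 3 SD, cut at about 70% in these data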;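 also: 0% = DMSO with NR2E3 transfected cells and 100% = cells lacking NR2E3 construct; higher means lower luciferase signal from less NR2E3 corepressor binding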
# Target sequence (Q9Y5X4 whole entry, looked up, the tested form may be a part): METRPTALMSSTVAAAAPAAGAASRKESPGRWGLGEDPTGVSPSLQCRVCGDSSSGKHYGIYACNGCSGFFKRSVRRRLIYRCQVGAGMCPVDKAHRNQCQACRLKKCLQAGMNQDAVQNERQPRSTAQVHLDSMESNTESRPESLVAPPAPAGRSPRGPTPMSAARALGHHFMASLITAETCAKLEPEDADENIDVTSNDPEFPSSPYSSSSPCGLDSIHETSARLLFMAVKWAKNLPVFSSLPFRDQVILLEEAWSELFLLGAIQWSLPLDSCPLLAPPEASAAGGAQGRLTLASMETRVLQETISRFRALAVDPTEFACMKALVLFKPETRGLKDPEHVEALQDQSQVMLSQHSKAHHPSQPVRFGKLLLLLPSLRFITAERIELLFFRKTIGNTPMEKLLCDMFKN
# m5-HT2A agonist – agonists of mouse serotonin 5-HT2A receptor (HTR2A). activation, % at 7.6 µM. hit rate 0.66% among 360,000. AID 624169. P35363. CHO-K1 mHTR2A beta-arrestin complementation, luminescence; percent of 30 µM serotonin response;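 active = activation above a run cutoff, the mean activation of all tested compounds plus 3 SD, cut at about 14% in these data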;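 also: 0% = plate median of compound wells and 100% = 30 µM serotonin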
# iPSC survival up – enhancers of human iPSC single-cell survival. hiPSC single-cell survival, ATPlite luminescence; 100% = ROCK inhibitor wells, 0% = DMSO. survival enhancement, % at 20 µM. hit rate 0.044% among 360,000. AID 602274; in the data active = survival enhancement above about 18%;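 also: cells exposed to compounds for 16 hours before the ATP read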
# Cardio protect – protects H9c2 cardiomyocytes from peroxide injury; H2O2 injury protection, ATPLite, 2 h; protection from H2O2 cell death, % at 20 µM; hit rate 0.63% among 360,000;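 active = compounds giving at least 50% protection of heart cells from peroxide-induced death in the single-dose screen, raw or plate-pattern-corrected value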;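 also: 0% = DMSO wells with peroxide and 100% = DMSO wells without peroxide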
# NR2E3 ag-2 – NR2E3 (human) agonism. hit rate 0.12% among 320,000. AID 2300. Q9Y5X4. inhibition of corepressor binding, % at 4.78 µM. GST-NR2E3/biotin-RetCOR TR-FRET, 1536-well;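 active = percent inhibition above the cutoff of mean plus 3 SD of all tested compounds, set per screening campaign, cut at about 20% in these data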;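 also: 0% = DMSO wells and 100% = biotin wells as full block of FRET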
#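 Test system: GST-NR2E3 and biotin-RetCOR proteins | Quantity: 1.35 nM GST-tagged NR2E3 final | Medium: Tris pH 7.5 | Also added: 7 nM biotin-RetCOR | Dosing: Compound at 4.8 µM, single dose | Timing: 5 h at 4 °C | Detection: Time-resolved FRET | Read-out basis: Percent inhibition | Benchmarks: Biotin wells as high control, 0.6% DMSO wells as low control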
# PDI turbidity – blocks human protein disulfide isomerase activity. hit rate 0.052% among 350,000. PDI insulin aggregation turbidity, A650, 90 min. inhibition, % at 10 µM;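 active = mean inhibition across replicates of 30% or more, whatever share of single replicates reach that level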;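 also: absorbance from insulin aggregation driven by PDI reduction with DTT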
# Target sequence (P07237 whole entry, looked up): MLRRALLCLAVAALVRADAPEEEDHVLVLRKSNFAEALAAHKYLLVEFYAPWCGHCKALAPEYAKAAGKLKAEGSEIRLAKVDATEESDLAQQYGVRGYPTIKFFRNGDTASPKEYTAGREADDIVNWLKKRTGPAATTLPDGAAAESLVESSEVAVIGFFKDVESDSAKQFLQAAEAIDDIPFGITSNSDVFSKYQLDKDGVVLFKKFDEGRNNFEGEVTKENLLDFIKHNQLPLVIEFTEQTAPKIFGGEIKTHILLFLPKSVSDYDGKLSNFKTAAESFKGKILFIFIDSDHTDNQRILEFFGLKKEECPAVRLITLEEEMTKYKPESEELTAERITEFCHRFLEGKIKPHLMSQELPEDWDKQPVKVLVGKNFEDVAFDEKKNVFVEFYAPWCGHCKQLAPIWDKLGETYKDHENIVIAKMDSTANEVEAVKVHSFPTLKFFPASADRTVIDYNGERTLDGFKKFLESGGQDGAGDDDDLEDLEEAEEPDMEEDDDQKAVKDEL
# HIF-2a inh – blocks HIF-2a reporter activity. 786-0 RCC cells HIF-2a reporter, luciferase luminescence, overnight. inhibition, % at 18.8 µM. hit rate 0.72% among 360,000. AID 624352;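 active = inhibition of the luminescence signal of 40% or more relative to plate controls, in a single-dose primary screen at 18.75 µM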
# TRPM1 prom inh – reduces MITF-dependent TRPM1 promoter luciferase signal; SK-MEL-5 TRPM1 promoter luciferase, 24 h; hit rate 0.83% among 330,000; inhibition, % at 12.5 µM;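 active = mean inhibition across replicates of 60% or more, whatever share of single replicates reaches that level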; also: values of inactives mirror those of a sister screen read the other way
# Shn3 inh set2 – Schnurri-3 reporter inhibition in Clone20 osteoblasts. Clone20 osteoblast Shn3 3'UTR firefly luciferase, 24 h. inhibition, % at 12.5 µM. hit rate 0.52% among 360,000;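 active = mean inhibition of at least 75% with every replicate also reaching 75%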;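 also: 0% = median of neutral control wells and 100% = pilot-screen positive control compound; some compounds past the cut are filed as inactive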
# CaV13 ICDI inh – Primary screen for inhibitors of IQ motif and Ca2+-dependent inactivation inhibitor domain binding in CACNA1D, Förster resonance energy transfer in living cells, …; inhibition, % at 12.3 µM; HEK cells, CFP/YFP FRET ICDI-IQ, plate reader, 10 min; percent FRET-ratio fall versus neutral wells; hit rate 0.098% among 340,000;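 active = mean replicate inhibition of at least 30% and at least 1% of replicates passing that level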;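 also: 0% = median of the neutral control wells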
# * marks the source's active call; other numbers are inactive results; · = not tested or not shown.
molecule,Peg3 promoter,NR2E3 ag-1,m5-HT2A agonist,iPSC survival up,Cardio protect,NR2E3 ag-2,PDI turbidity,HIF-2a inh,TRPM1 prom inh,Shn3 inh set2,CaV13 ICDI inh
O=S(=O)(c1ccc(SCc2ccc(Cl)cc2)nc1)N1CCCC1,13,-19,2,6.2,-10,0,8,-28,3,7,-6
CCOc1ccc(/C=N/NC(=O)C2(O)c3ccccc3-c3ccccc32)cc1,9,-14,-3,-0.4,-4,-1,3,13,-4,-54,-6
O=C(COC(=O)C1CCC1)NCc1ccccc1,6,-21,-3,-0.6,3,1,-3,18,6,-6,-6
Cc1cc(-c2nnc3n2N=C(c2ccc(-c4ccccc4)cc2)CS3)n[nH]1,2,-6,-4,2.3,15,-2,-3,-36,10,-3,-2
Cc1ccc(CNC(=O)c2ccc3c(=O)c(O)c(-c4ccc(C)cc4)[nH]c3c2)cc1,28,-36,7,-1.7,59*,1,-1,17,56,87*,-10
CCCN(CCC)C(=O)c1ccc2nc(-c3ccc(OC)c(OC)c3)c(-c3ccc(OC)c(OC)c3)nc2c1,9,-15,-2,-0.2,13,2,2,14,4,18,-26
COC(=O)c1c(CSc2cccc(C)c2)noc1C(=O)NCc1ccco1,-57,-6,-5,-0.8,-6,0,2,3,12,-12,-5
Cc1ccc(C(=O)O/N=C(\N)c2cccc([N+](=O)[O-])c2)cc1,-240,-68,-5,1.2,-22,4,-1,-395,-90,-128,-7
CCN1CCN(CCCOc2ccc(Cl)cc2Br)CC1,16,8,-2,-1.1,14,-2,-4,-5,4,-1,-5
Cc1ccc(NC(=O)COC(=O)Cc2ccccc2)cc1S(=O)(=O)N1CCOCC1,-1,13,12,0.1,1,·,-7,16,·,-1,-16
CC(C)c1nnc(NC(=O)C2c3ccccc3Oc3ccccc32)s1,10,-4,5,3.8,-3,3,7,15,3,-9,·
O=C(OCC(=O)N1CCCCC1)c1cc(NS(=O)(=O)c2ccc(Cl)c([N+](=O)[O-])c2)ccc1O,8,-3,-1,0.7,-8,-2,1,2,1,-6,-21
COC(=O)c1sc(S(=O)(=O)NCc2ccccc2)c(C(=O)OC)c1C,10,12,0,-5.0,2,2,2,2,-11,21,-9
CCCNC(=O)C1(C)CCN(C(=O)COc2ccc(Cl)cc2Cl)C1 (stereo unspecified),-2,-14,1,-2.0,-5,·,5,-4,·,7,-11
CCN(C(=O)COC(=O)COc1ccc2c(c1)CCC2)c1c(N)n(Cc2ccccc2)c(=O)[nH]c1=O,-5,-2,8,0.8,0,·,-4,12,5,-8,-4
O=C(NCCCn1ccnc1)C1c2ccccc2Oc2ccccc21,-59,3,-6,-1.0,-3,0,1,0,9,12,-8
COc1ccc(CCNS(=O)(=O)c2ccc(-c3ccc(=O)[nH]n3)o2)cc1OC,-160,-3,1,-0.3,1,2,1,5,-3,-7,-7
Cc1cc(C)c2c(N)c(C(=O)NCC3CCCCC3)sc2n1,-5,-29,2,0.3,4,2,4,-19,-88,-20,-1
CCOc1ccc(N2C(=O)CC(SCc3nc4ccccc4[nH]3)C2=O)cc1 (stereo unspecified),7,-26,3,-1.8,-7,3,5,-1,13,-7,-5
CCn1ccc(C(=O)Nc2cccc(Cl)c2)n1,-240,-92,-4,-1.9,-1,0,-17,-186,-38,-58,-7

# Exported as labelled records: entries from further up
> COc1ccc(CCNS(=O)(=O)c2ccc(-c3ccc(=O)[nH]n3)o2)cc1OC
  Peg3 promoter = -160	NR2E3 ag-1 = -3	m5-HT2A agonist = 1	iPSC survival up = -0.3	Cardio protect = 1	NR2E3 ag-2 = 2	PDI turbidity = 1	HIF-2a inh = 5	TRPM1 prom inh = -3	Shn3 inh set2 = -7	CaV13 ICDI inh = -7
> Cc1cc(C)c2c(N)c(C(=O)NCC3CCCCC3)sc2n1
  Peg3 promoter = -5	NR2E3 ag-1 = -29	m5-HT2A agonist = 2	iPSC survival up = 0.3	Cardio protect = 4	NR2E3 ag-2 = 2	PDI turbidity = 4	HIF-2a inh = -19	TRPM1 prom inh = -88	Shn3 inh set2 = -20	CaV13 ICDI inh = -1

# (further entries)
molecule,Peg3 promoter,NR2E3 ag-1,m5-HT2A agonist,iPSC survival up,Cardio protect,NR2E3 ag-2,PDI turbidity,HIF-2a inh,TRPM1 prom inh,Shn3 inh set2,CaV13 ICDI inh
Cc1ccc(-c2cc(N)nc(-c3ccccc3)c2)cc1,-263,-100,6,-0.4,-13,1,4,-194,-24,-43,-4
CCOc1ccc2nc(NC(=O)C3CCN(c4cnccn4)CC3)sc2c1,-5,53,1,-1.5,25,0,-1,-20,-3,1,-6
O=C(c1cc2cc(Cl)ccc2oc1=O)N1CCOCC1,-3,16,2,-0.2,2,4,1,11,0,-2,·
Cc1cc(=O)[nH]c(/N=C(\N)Nc2cccc3ccccc23)n1,20,-19,-4,-1.8,-7,-1,5,12,-5,4,·
CC1Cc2ccccc2N1CC(=O)Nc1ccc2c(c1)OC(F)(F)O2 (stereo unspecified),20,-13,-5,0.4,-6,-1,-2,8,-16,7,-4
O=C(COc1ccccc1)N1CCN=C1SCc1ccccc1,-4,-18,-2,0.6,4,2,-3,-1,-2,-1,-7
COc1ccc(NC(=O)C2CCN(S(=O)(=O)c3ccc(Cl)c(C(F)(F)F)c3)CC2)cn1,17,7,-4,4.8,-4,·,3,8,·,41,-12
O=C(COC(=O)C12CC3CC(CC(Br)(C3)C1)C2)N1CCOCC1,3,4,6,0.3,6,2,13,21,13,13,-6
Cc1ccc(Cn2c(SCCN3CCCCC3)nc3c2c(=O)n(C)c(=O)n3C)cc1,5,-4,0,-0.2,19,2,11,11,-1,-8,·
CCOc1ccccc1NC(=O)CCc1ccc(C)o1,-5,6,3,-1.7,15,0,-7,2,0,12,1
CCN(CC)Cc1csc(C(N)=O)c1,-8,-15,1,-0.8,1,0,2,12,-3,-26,-4
Cc1ccc(C(=O)NCCc2nnc3ccc(SCC(=O)N4CCCC4)nn23)cc1,2,-11,3,1.9,2,0,2,17,-4,-10,·
CCCn1c(N2CCC(Cc3ccccc3)CC2)nc2c1c(=O)[nH]c(=O)n2C,9,49,0,-1.1,-6,3,-6,29,9,16,·
O=C(COC(=O)CCc1ccccc1)NC12CC3CC(CC(C3)C1)C2,-14,28,8,0.3,3,-2,11,15,4,2,-19
CCN(CC)S(=O)(=O)c1ccc(C(=O)/C=C/c2ccc(-c3ccc([N+](=O)[O-])cc3)o2)cc1,13,-29,2,-0.2,1,-1,-2,-1,-17,-4,-38
CC(C)CNC(=O)C1CCN(S(=O)(=O)c2ccc3c(c2)OCCO3)CC1,4,-21,0,0.5,-6,-4,2,5,-7,0,-6
CCc1ccccc1NC(=O)CNC(=O)CCNC(=O)Nc1ccccc1,15,-12,5,-1.2,5,0,-1,6,-3,-22,-4
CC/C(=C\c1ccc(N(C)C)cc1)c1ccncc1,-25,-51,-6,-0.6,-8,·,8,-86,-38,9,-7
O=C(N/N=C\C=C\c1ccco1)c1cncc(Br)c1,7,7,3,0.1,5,-6,-3,10,1,3,-5
O=C1NCCCCC1NS(=O)(=O)c1ccccc1 (stereo unspecified),12,10,8,-0.4,-2,0,-11,22,-7,-2,-4

# (further entries)
# Below each SMILES – Peg3 promoter, NR2E3 ag-1, m5-HT2A agonist, iPSC survival up, Cardio protect, NR2E3 ag-2, PDI turbidity, HIF-2a inh, TRPM1 prom inh, Shn3 inh set2, CaV13 ICDI inh
> N/C(=N\N=C\c1ccco1)SC1CC(=O)N(c2ccccc2)C1=O (stereo unspecified)
    3, -18, 2, -0.1, 3, 3, 1, 24, -14, -2, -2
> COc1cccc(/C=N/c2oc(-c3ccccc3)cc2C#N)c1O
    -45, -9, -2, -1.4, 2, -2, 1, -56, -3, -3, -4
> COC(=O)c1ccc2c(=O)n(Cc3ccc(C(=O)NC4CCCC4)cc3)c(=S)[nH]c2c1
    33, -9, 7, -1.5, 6, 2, -6, -30, -3, -9, -2
> CCN(C(=O)c1ccc(NC(=O)c2ccco2)cc1)c1ccccc1
    -15, -6, -7, -0.3, -2, ·, 1, -30, -8, -1, ·
> COc1cc(NS(=O)(=O)c2c(C(=O)N3CCOCC3)c(C)n(C)c2C)cc(OC)c1OC
    -5, 4, -1, -0.7, -2, 0, 3, 2, 9, 2, -15
> O=C1NC[C@@H]2CCCN2C1=O
    ·, 10, 5, -1.9, ·, ·, ·, 9, ·, ·, -12
> O=C(CSc1nnc(NC(=O)c2ccccc2)s1)NCC1CCCO1 (stereo unspecified)
    -48, -44, -2, -0.3, -13, 2, 7, -85, -55, -64, -5
> CCOC(=O)C(C#N)=CN1CCN(C(=O)CCCl)c2ccccc21
    12, -39, 0, -2.7, -2, ·, 1, -17, -16, 0, -5
> CCOc1ccccc1NC(=S)N1CCC(c2nc3ccccc3o2)CC1
    13, -14, 2, -0.8, 3, 1, -10, 2, -11, 12, -5
> O=C(CSc1ccc(S(=O)(=O)N2CCCC2)cn1)Nc1ccc([N+](=O)[O-])cc1C(F)(F)F
    2, 8, 9, 2.5, -9, ·, 6, -3, ·, 9, -6
> COc1ccc(/C=C/C(=O)NCC(=O)N/N=C(/C)c2ccco2)cc1
    -15, 19, -6, 0.2, -1, 0, -3, -6, 2, -3, -4
> COCCCN1C2=C(C(=O)CC(C)(C)C2)C(c2ccc(O)c(OC)c2)C2=C1CC(C)(C)CC2=O
    15, -7, -3, 1.1, 4, 2, 3, 17, 7, 6, -19
> NS(=O)(=O)c1ccc(N/C=C\C(=O)c2ccc(F)cc2)cc1
    -211, -60, -2, -0.2, -4, 2, -1, -250, -76, -76, -10

# Single records, as listed above. Values in the order: Peg3 promoter, NR2E3 ag-1, m5-HT2A agonist, iPSC survival up, Cardio protect, NR2E3 ag-2, PDI turbidity, HIF-2a inh, TRPM1 prom inh, Shn3 inh set2, CaV13 ICDI inh
# Results for `O=C(COC(=O)C12CC3CC(CC(Br)(C3)C1)C2)N1CCOCC1` → 3, 4, 6, 0.3, 6, 2, 13, 21, 13, 13, -6
# Results for `CCCN(CCC)C(=O)c1ccc2nc(-c3ccc(OC)c(OC)c3)c(-c3ccc(OC)c(OC)c3)nc2c1` → 9, -15, -2, -0.2, 13, 2, 2, 14, 4, 18, -26
